NCI-60 one-dose screen, 48 h, at 10 µM unless noted. Numbers give growth in % (100 = growth as untreated, 0 = no growth, -100 = all killed).
U251: U251 CNS tumor cells | AID 1794753 | 80,000 compounds, 5.4% hits
TK-10: TK-10 renal cancer cells; 81,000 compounds, 3.9% hits; AID 1794769
PC-3: PC-3 prostate cancer cells; AID 1794754; 80,000 compounds, 3.9% hits
SN12C: SN12C renal cancer cells. 81,000 compounds, 3.8% hits. AID 1794767
786-0: 786-0 renal cancer cells; 81,000 compounds, 5.1% hits
SF-539: SF-539 CNS cancer; 81,000 compounds, 6.8% hits; AID 1794752
DU-145: DU-145 prostate cancer | 81,000 compounds, 4.2% hits | AID 1794760
SF-295: SF-295 CNS cancer cells; 79,000 compounds, 5.6% hits; AID 1794758
UO-31: UO-31 renal cancer; 81,000 compounds, 5.2% hits; AID 1794768
* = called active by the depositor; · = no result given; & = joins results of further samples. How the source made its calls: active means growth percent below 10; inactive means the rest.

SMILES	U251	TK-10	PC-3	SN12C	786-0	SF-539	DU-145	SF-295	UO-31
COc1ccc(/C=N/OCCC(=O)N2CC(C)OC(C)C2)cc1OC1CCCC1 (stereo not drawn)	99	98	94	101	91	103	107	100	92
Cc1ccc(S(=O)(=O)Nc2ccsc2-c2nc(-c3ccccc3)no2)cc1	87	105	71	100	96	91	100	91	79
C[C@@H]1CC[C@]2(C)[C@H](CC[C@@H]3O[C@@]32C)[C@@]1(C=O)CCc1ccoc1	110	107	100	95	107	98	107	102	90
O=S(=O)(N=C1C=CC(=NS(=O)(=O)c2ccccc2)C=C1)c1ccccc1	101	119	93	97	104	111	128	102	67
O=c1[nH]cnc2nn(C3OC(CO)C(O)C3O)nc12 (stereo not drawn)	98	90&100	104&97	109&108	102&99	103&104	101&97	99&94	96&92
N=C(N)NCCC[C@H](NC(=O)[C@@H](CCCNC(=N)N)NC(=O)[C@H](CCCNC(=N)N)NC(=O)c1ccc(-c2ccc(NC(=O)CCNC(=O)[C@H](CCCNC(=N)N)NC(=O)[C@@H](CCCNC(=N)N)NC(=O)[C@H](CCCNC(=N)N)NC(=O)c3ccc(-c4ccc(NC(=O)CCNC(=O)[C@H](CCCNC(=N)N)NC(=O)[C@@H](CCCNC(=N)N)NC(=O)[C@H](CCCNC(=N)N)NC(=O)c5ccc(-c6ccc(NC(=O)CCN)cn6)nc5)cn4)nc3)cn2)nc1)C(=O)O	106	131	74	86	107	109	98	102	75
COc1ccc(-c2nc3cc(C)ccc3n2CC(=O)N=Nc2c(O)[nH]c3ccccc23)cc1	5.6*	74	8.9*	-92*	61	-90*	9.1*	15	54
COc1cc(C2(C)SCCCS2)cc(OC)c1OC	101	96	94	99	99	87	104	99	93
COc1ccc(OC(C)=O)cc1	110	98	96	112	101	101	107	82	79
CC(CCCCCCCCC(=O)O)c1ccccc1 (stereo not drawn)	101	107	95	113	97	114	116	105	85

Remaining list, next part.
SMILES	U251	TK-10	PC-3	SN12C	786-0	SF-539	DU-145	SF-295	UO-31
C=Cc1cc2oc3ccccc3c(=O)c2c(O)c1-c1cc(OC)c2cc(CCC)n(C)c(=O)c2c1O	103	135	93	93	110	93	105	104	72
C#CCOc1ccc(/C=N/Nc2nc(-c3ccc(C)cc3)cs2)cc1	101	111	90	95	97	109	93	90	80
NC(Cc1ccc(O)cc1)C(=O)NNc1n[nH]c(=S)n1N (stereo not drawn)	109	100	102	96	99	96	108	108	83
COc1cc2oc(-c3cccc(C(=O)Nc4ccccc4)c3)cc(=O)c2c(OC)c1OC	90	91	71	73	93	80	88	96	64
c1cn2c(ccc3nc(-c4cn[nH]c4)c4c(c32)CCCC4)n1	56	31	48	59	55	64	52	43	23
CCc1cc(O)ccc1Nc1cc(-c2ccc(-n3cccn3)cc2)[nH]n1	83	99	61	74	85	79	72	36	51
Cc1c(C2(c3cc(Br)c(O)c(Br)c3C)OS(=O)(=O)c3ccccc32)cc(Br)c(O)c1Br	90	95	95	97	107	100	112	123	90
Cc1ccc(C(=O)N/N=C/c2ccc(F)cc2)cn1	104	84	104	96	26	110	111	91	49
CN1C(Cl)=NS(=O)(=O)c2ccccc21	99	104	98	95	106	96	102	97	·
CN1CCN(c2ccc(NCc3cn(-c4ccc(C(F)(F)F)cc4)nc3-c3ccc(C(=O)O)cc3)cc2C(F)(F)F)CC1	82	101	86	88	104	92	96	87	66

The list continues:
SMILES	U251	TK-10	PC-3	SN12C	786-0	SF-539	DU-145	SF-295	UO-31
COc1ccccc1/C=C1\N=C(c2ccccc2)OC1=O	98	·	90	101	106	103	123	98	84
CN(C)c1ccc(C2C(C/C(N)=N\O)=C(N)Oc3ccc4ccccc4c32)cc1 (stereo not drawn)	95	183	78	86	99	88	107	95	53
Cc1c(C(N)=O)sc2c1C(=O)N(Cc1ccccc1)C1=NN=C(c3ccc(Cl)cc3)CN12	30	59	·	62	43	53	46	29	26
Cc1ccccc1N(C=O)c1ccccc1C	96	101	96	108	103	95	107	105	89
O=S(=O)(O)CCN1CCN(CCO)CC1	100	122	108	106	103	106	106	121	96
CCOC(=O)c1nn(C2CCCCO2)c2ccc(NC(=O)CSc3nnnn3-c3ccccc3)cc12 (stereo not drawn)	100	124	94	94	89	73	97	102	84
CCN1CCN(CC(=O)Nc2nc3ccc(NCc4ccc(Cl)cc4)cc3s2)CC1	58	97	53	68	73	64	90	82	60
O=C1CCN=C2C=CC(Cl)=CN12	102	·	104	104	96	99	110	106	89
CN1C(=O)C(C2SC(=S)N(C)C2=O)SC1=S (stereo not drawn)	104	145	92	97	100	96	107	99	79
Cn1cc(-c2nc3c(F)cc4[nH]ncc4c3c3c2CCCC3)c(C(F)F)n1	80	52	29	67	64	62	79	65	36

Some of the entries above in another layout:
Order of results – U251	TK-10	PC-3	SN12C	786-0	SF-539	DU-145	SF-295	UO-31
COc1cc(C2(C)SCCCS2)cc(OC)c1OC
    101	96	94	99	99	87	104	99	93
COc1ccc(OC(C)=O)cc1
    110	98	96	112	101	101	107	82	79
CC(CCCCCCCCC(=O)O)c1ccccc1 (stereo not drawn)
    101	107	95	113	97	114	116	105	85
C=Cc1cc2oc3ccccc3c(=O)c2c(O)c1-c1cc(OC)c2cc(CCC)n(C)c(=O)c2c1O
    103	135	93	93	110	93	105	104	72
C#CCOc1ccc(/C=N/Nc2nc(-c3ccc(C)cc3)cs2)cc1
    101	111	90	95	97	109	93	90	80
NC(Cc1ccc(O)cc1)C(=O)NNc1n[nH]c(=S)n1N (stereo not drawn)
    109	100	102	96	99	96	108	108	83
COc1cc2oc(-c3cccc(C(=O)Nc4ccccc4)c3)cc(=O)c2c(OC)c1OC
    90	91	71	73	93	80	88	96	64
c1cn2c(ccc3nc(-c4cn[nH]c4)c4c(c32)CCCC4)n1
    56	31	48	59	55	64	52	43	23
CCc1cc(O)ccc1Nc1cc(-c2ccc(-n3cccn3)cc2)[nH]n1
    83	99	61	74	85	79	72	36	51
Cc1c(C2(c3cc(Br)c(O)c(Br)c3C)OS(=O)(=O)c3ccccc32)cc(Br)c(O)c1Br
    90	95	95	97	107	100	112	123	90
Cc1ccc(C(=O)N/N=C/c2ccc(F)cc2)cn1
    104	84	104	96	26	110	111	91	49
CN1C(Cl)=NS(=O)(=O)c2ccccc21
    99	104	98	95	106	96	102	97	·
CN1CCN(c2ccc(NCc3cn(-c4ccc(C(F)(F)F)cc4)nc3-c3ccc(C(=O)O)cc3)cc2C(F)(F)F)CC1
    82	101	86	88	104	92	96	87	66
COc1ccccc1/C=C1\N=C(c2ccccc2)OC1=O
    98	·	90	101	106	103	123	98	84
CN(C)c1ccc(C2C(C/C(N)=N\O)=C(N)Oc3ccc4ccccc4c32)cc1 (stereo not drawn)
    95	183	78	86	99	88	107	95	53
Cc1c(C(N)=O)sc2c1C(=O)N(Cc1ccccc1)C1=NN=C(c3ccc(Cl)cc3)CN12
    30	59	·	62	43	53	46	29	26
Cc1ccccc1N(C=O)c1ccccc1C
    96	101	96	108	103	95	107	105	89
O=S(=O)(O)CCN1CCN(CCO)CC1
    100	122	108	106	103	106	106	121	96
CCOC(=O)c1nn(C2CCCCO2)c2ccc(NC(=O)CSc3nnnn3-c3ccccc3)cc12 (stereo not drawn)
    100	124	94	94	89	73	97	102	84
CCN1CCN(CC(=O)Nc2nc3ccc(NCc4ccc(Cl)cc4)cc3s2)CC1
    58	97	53	68	73	64	90	82	60

Next part.
SMILES	U251	TK-10	PC-3	SN12C	786-0	SF-539	DU-145	SF-295	UO-31
Cn1cc(C2=C(c3c[nH]c4ncccc34)C(=O)N(O)C2=O)c2ccccc21	96	100	79	85	81	88	110	108	58
C=C1C(=O)O[C@@H]([C@H](C)CCCC(C)=O)[C@@H]2O[C@H]([C@@]3(C)CCC(=O)O3)C[C@@H]12	98	127	108	102	107	103	120	102	110
CCOC(=O)C1=C(C)NC(=S)NC1c1cc(=O)oc2ccc(C)cc12 (stereo not drawn)	96	99	88	102	103	102	102	108	84
C=CCSc1nc2ncnc(N)c2[nH]1	95	88	97	96	103	99	102	104	85
CCn1c(Cc2ccccc2Nc2c(Cl)cccc2Cl)nnc1SCC(=O)Nc1cccc(OC)c1	86	83	56	67	90	105	94	82	69
CCOC(=O)C1=C(C)NC(C)=C(C(=O)OCC)C1c1cc(Br)c(O)c(OC)c1	33	34	33	49	29	23	21	16	40
CC(C)CCNC(=O)/C=C/Cn1cc(Br)c2ncccc2c1=O	97	111	95	·	103	96	107	110	106
CC(=O)Oc1c(C)c(C)c2c(c1C)CCC(C)(CC(=O)OCCCCCCCCCCC[P+](c1ccccc1)(c1ccccc1)c1ccccc1)O2 (stereo not drawn)	-93*	-97*	-51*	-82*	-92*	-94*	-72*	-80*	-5.4*
O=C(OCc1ccccc1)N(CCF)c1cn(Cc2ccccc2)c(=O)n(Cc2ccccc2)c1=O	97	100	90	89	79	88	126	79	58
COc1ccc(N=Nc2c(N)nn3c(-c4ccc([N+](=O)[O-])cc4)ccnc23)cc1	107	113	101	93	93	99	105	98	97

More compounds.
SMILES	U251	TK-10	PC-3	SN12C	786-0	SF-539	DU-145	SF-295	UO-31
FC(F)(F)c1ccc(-c2cn3c(ccc4ccccc43)n2)cc1	95	123	80	94	103	95	106	86	60
COc1ccc(-c2ccc(NC(=O)Nc3ccccc3)c(C)n2)cc1OC	98	93	85	96	101	96	105	99	79
COc1ccc(-c2cc(-c3nnc(SCC(=O)Nc4ccc(C(C)=O)cc4)n3-c3ccccc3)c3ccccc3n2)cc1OC	101	·	99	110	97	97	110	99	85
COc1ccc(-c2cc(-c3ccc(Cl)cc3)nc3nc(NN)[nH]c(=O)c23)cc1	93	103	99	98	94	96	104	101	85
CN(C)c1ccc(/C=N/n2c(-c3cc(F)c(Cl)cc3Cl)nn(CN3CCOCC3)c2=S)cc1	89	107	103	103	101	97	106	96	69
Cc1c(C)c2c(c(C)c1NC(=O)CCCCCCC(=O)O)CCC(C)(CCCC(C)CCCC(C)CCCC(C)C)O2 (stereo not drawn)	69	88	70	77	75	90	86	71	76
COc1cc(C2C=C(C)N=C3SC(C)=CN32)cc(OC)c1OC (stereo not drawn)	95	100	99	101	105	97	121	101	98
C=CC(=O)NCCCCCCNC(=O)C=C	103	102	101	102	103	108	104	·	89
CC(=O)C(N=Nc1ccccc1)C(C)=O	93	·	96	98	98	112	114	92	84
CC1=NN(c2ccccc2)C(=O)CC1	100	93	99	98	96	106	107	98	94

Other structures follow.
SMILES	U251	TK-10	PC-3	SN12C	786-0	SF-539	DU-145	SF-295	UO-31
COc1ccc(C(=O)N/N=C/c2cc(OC)c(OC)cc2Br)cc1	115	115	106	101	106	105	114	98	104
O=c1cc(-c2ccc(Cl)cc2)[nH]c2ccccc12	80	110	76	97	82	95	97	84	75
COc1ccc(C(=S)N2CCN(c3ccccc3C)CC2)cc1OC	92	102	78	92	105	94	101	89	72
O=C(NCCc1ccc(Cl)cc1)c1[nH]c2ccccc2c1Cl	100	161	89	97	106	101	101	98	74
NC(=S)N1N=C(c2ccccc2)CC1c1cn(-c2ccccc2)nc1-c1ccc(OCc2ccccc2)cc1 (stereo not drawn)	97	102	89	93	98	102	104	105	85
NC(=O)NCO	·	105	104	105	104	101	110	124	90
O=C(O)CCNCCO	105	96	90	97	97	101	107	92	91
COc1cc(CNC(=O)CCCCC[P+](c2ccccc2)(c2ccccc2)c2ccccc2)c(OC)c2c1OCO2	64	84	63	75	96	73	81	87	92
CN1c2ccccc2SC2C(c3ccccc3)=NOC21 (stereo not drawn)	84	93	93	95	91	99	113	93	89
CN(C)CCSc1nnc(-c2cc(-c3ccccc3)nc3ccccc23)n1-c1ccccc1	86	97	84	88	76	97	93	100	80

Quoted at random: 3 entries already listed
SMILES	U251	TK-10	PC-3	SN12C	786-0	SF-539	DU-145	SF-295	UO-31
NC(=O)NCO	·	105	104	105	104	101	110	124	90
CN1c2ccccc2SC2C(c3ccccc3)=NOC21 (stereo not drawn)	84	93	93	95	91	99	113	93	89
O=C(NCCc1ccc(Cl)cc1)c1[nH]c2ccccc2c1Cl	100	161	89	97	106	101	101	98	74

Continued.
SMILES	U251	TK-10	PC-3	SN12C	786-0	SF-539	DU-145	SF-295	UO-31
CCCCCCCCCCCCCCCCCCCCCCCCCC(=O)O	104	99	102	98	101	96	109	103	90
Cc1cc(N(C)C)nc(SCc2ccc(F)cc2)n1	87	72	92	92	75	104	102	88	75
CC(C)c1ccc2c(N)c(C(=O)Nc3ccc(C(F)(F)F)cn3)sc2n1	63	77	45	71	64	88	64	34	62
CC(C)(C)OC(=O)NCc1cccc(N=C=S)c1	58	·	51	70	55	3.7*	56	21	49
NC(CCCCO)C(=O)O (stereo not drawn)	100	101	97	109	100	100	112	99	98
CCOC(=O)c1c[nH]c(C#N)c1C	95	93	87	96	96	96	111	99	91
CO/N=C(\c1ccccc1)c1oc2ccc(N)cc2c1C	108	119	82	102	98	103	104	88	60
O=C1CC(NC(=O)c2ccccc2)C(=O)O1 (stereo not drawn)	100	113	101	101	103	105	108	107	101

Source: PubChem BioAssay
